PI4K2A inh – blocks human PI4K2A kinase activity; Q9BTU6; purified PI4K2A, ADP-Glo luminescence, 1 h; stronger effect = lower value; activity change, negative = inhibition, % at 76.9 µM; 0.13% of 420,000 active; in the data active = activity change below about -50%; inconclusive = mostly about -30% to -49%;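 note: -100% = wells without enzyme as full effect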
Target sequence (Q9BTU6 whole entry, looked up): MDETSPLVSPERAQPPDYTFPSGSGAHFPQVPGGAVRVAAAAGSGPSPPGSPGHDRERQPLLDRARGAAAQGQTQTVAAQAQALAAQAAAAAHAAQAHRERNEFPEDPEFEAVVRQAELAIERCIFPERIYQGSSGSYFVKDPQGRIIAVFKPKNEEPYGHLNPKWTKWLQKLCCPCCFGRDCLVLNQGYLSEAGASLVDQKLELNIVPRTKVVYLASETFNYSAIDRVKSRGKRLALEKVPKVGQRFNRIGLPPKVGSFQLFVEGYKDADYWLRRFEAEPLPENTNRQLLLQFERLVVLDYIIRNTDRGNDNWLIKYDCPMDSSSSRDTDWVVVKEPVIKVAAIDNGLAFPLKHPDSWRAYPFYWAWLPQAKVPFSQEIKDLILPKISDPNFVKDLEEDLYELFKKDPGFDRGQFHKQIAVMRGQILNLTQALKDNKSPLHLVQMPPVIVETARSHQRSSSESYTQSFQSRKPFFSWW
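ADP-Glo luminescence measured ADP generated by PI4K2A enzyme (4 ug/mL before mixing) with 1.2 mM PI substrate (pre-mix) and 300 microM ATP (pre-mix). Tris pH7.5 buffer with MgCl2, Triton X-100; 1 h reaction at ambient temperature.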
BAZ2B inh – inhibitors of human BAZ2B bromodomain. AlphaScreen BAZ2B-H3K14Ac peptide displacement. 4.4% of 360,000 active. Potency, µM (series often up to 114 µM), inactives show at the highest dose activity change, negative = inhibition, hits mostly inhibitors. AID 504333; note: potency is the fitted concentration of half-maximal effect; % is set by controls: 0 for no effect and ±100 for the full control effect; nearly all actives have a fitted effect of over 60% in size
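Protein-peptide AlphaScreen: BAZ2B 50 nM, b-H3K14Ac 50 nM, 1x PBS pH 7.4 + 0.01% Tween-20. Preincubation 30 min RT; cpd 30 min RT (top 110 uM); beads 20 min RT, light-protected.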
HP1b chromo inh – inhibitors of HP1-beta chromodomain binding to methylated histone tails; P83916; AlphaScreen HP1-beta / biotin-H3K9me3 peptide binding; Potency, µM (highest dose often 114 µM), for the others: at the top dose activity change, negative = inhibition, usual class: inhibitors; 0.56% of 390,000 active; AID 540317; note: potency is the fitted concentration of half-maximal effect; nearly all actives have a fitted effect of over 70% in size; inactives centre near 23
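HP1-beta protein (50 nM final) preincubated 30 min at room temperature with biotinylated H3(1-18)K9me3 peptide (50 nM) in PBS pH 7.4, 0.01% Tween-20, then compound added for 30 min. AlphaScreen streptavidin donor/nickel chelate acceptor beads (10 ug/mL final), 30 min dark, luminescence read.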
GLS inh – blocks human kidney-isoform glutaminase activity | O94925 | GLS enzymatic activity, qHTS titration | AID 624170 | 0.21% of 410,000 active | Potency, µM (doses to about 45.5 µM), inactives show at the highest dose activity change, negative = inhibition, actives largely listed as inhibitors; note: potency is the fitted concentration of half-maximal effect; % is set by controls: 0 for no effect and ±100 for the full control effect
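Enzyme dispensed in phosphate buffer (45 mM, pH 8.2, 0.02% Tween-20), compounds pinned in, then 1 mM L-glutamine solution and the glutamate oxidase–HRP–Amplex Red mix added; fluorescence read immediately and again after 30 min at room temperature.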
JMJD2A Tudor inh – blocks the human JMJD2A Tudor domain | O75164 | AlphaScreen JMJD2A-Tudor / H3K4me3 peptide binding | Potency, µM (titrated, usually from 114 µM), for inactives: at the top dose activity change, negative = inhibition, actives largely listed as inhibitors | 4.4% of 390,000 active; note: potency is the fitted concentration of half-maximal effect; % is set by controls: 0 for no effect and ±100 for the full control effect; nearly all actives have a fitted effect of over 50% in size
G9a block – blocks human histone lysine methyltransferase G9a | Q96KQ7 | G9a H3K9 monomethylation, AlphaScreen, 2 h | Potency, µM (highest dose often 102 µM), for inactives: at the top dose activity, negative = inhibition, actives largely listed as inhibitors | 8.8% of 350,000 active | AID 504332; note: potency is the fitted concentration of half-maximal effect; % is set by controls: 0 for no effect and ±100 for the full control effect; nearly all actives have a fitted effect of over 75% in size
Target sequence (Q96KQ7 913-1193 limits assumed): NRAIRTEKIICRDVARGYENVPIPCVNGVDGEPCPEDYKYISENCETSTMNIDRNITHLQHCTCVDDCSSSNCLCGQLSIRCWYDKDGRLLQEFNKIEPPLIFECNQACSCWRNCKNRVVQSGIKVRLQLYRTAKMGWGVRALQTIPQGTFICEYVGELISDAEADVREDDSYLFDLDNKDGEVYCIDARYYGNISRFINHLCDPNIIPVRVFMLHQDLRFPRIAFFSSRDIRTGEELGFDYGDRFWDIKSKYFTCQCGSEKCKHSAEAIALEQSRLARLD
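G9a (20 nM) was preincubated 15 min with compound, then reacted 2 h at room temperature with 500 nM biotin-H3K9 peptide and 20 µM SAM. Monomethyl-H3K9 detected by AlphaScreen using anti-H3K9me1 antibody.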
Pin1 inh – human Pin1 inhibition. Potency, µM (doses to about 115 µM), for the others: at the top dose activity, negative = inhibition, most hits filed as inhibitors. Q13526. Pin1 FP peptide displacement, HiFluor488, 10 min. 0.009% of 390,000 active; active = well fitted inhibition curve with a large enough effect in the polarisation, with a control signal flat, not every such curve was filed as active; inconclusive = small, poorly fitted or top-dose-only effect, or effect the other way, or a change in a side signal; inactive = no such curve, though single readings can be large or run the other way; the % refers to the polarisation; note: potency is the fitted concentration of half-maximal effect; % is set by controls: 0 for no effect and ±100 for the full control effect
Target sequence (Q13526 whole entry, looked up): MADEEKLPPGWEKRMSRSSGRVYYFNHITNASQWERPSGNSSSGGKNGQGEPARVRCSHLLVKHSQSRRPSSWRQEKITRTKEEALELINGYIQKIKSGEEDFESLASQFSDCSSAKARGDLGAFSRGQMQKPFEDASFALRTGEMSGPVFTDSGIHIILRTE
Tb PGK inh – inhibitors of T. brucei phosphoglycerate kinase; AID 602233; PGK/GAPDH coupled, Kinase-Glo luminescence, 60 min; 0.043% of 380,000 active; P07378; Potency, µM (titrated, usually from 57.5 µM), for inactives: at the top dose activity change, negative = inhibition, most hits filed as inhibitors; note: potency is the fitted concentration of half-maximal effect; % is set by controls: 0 for no effect and ±100 for the full control effect; nearly all actives have a fitted effect of over 60% in size
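Luminescent ATP detection (Kinase-Glo Plus) follows a 60-minute room-temperature incubation, with wells lacking PGK as controls. Buffer: 100 mM TEA (pH 7.6), 5 mM MgCl2, 0.01% Tween-20. Coupling enzyme GAPDH (100 nM final) supplies unstable 1,3-BPG in-well.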
ERG-DNA inh – inhibitors of human ERG Ets domain-DNA interaction. AID 624246. Potency, µM (series often up to 76.9 µM), for inactives: top-dose FP activity, negative = inhibition, actives largely listed as inhibitors. P11308. fluorescence polarization, His-ERG Ets domain / labelled DNA. 0.028% of 370,000 active; active = well fitted inhibition curve with a large enough effect in the polarisation, with a control signal flat; inconclusive = small, poorly fitted or top-dose-only effect, or effect the other way, or a change in a side signal; inactive = no such curve, though single readings can be large or run the other way; the % refers to the polarisation;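 note: polarization taken with two DNA probes labelled with fluorescein and Texas red; potency is the fitted concentration of half-maximal effect; % of control where 0% means no effect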
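His-tagged ERG Ets domain (1 uM in the protein solution; 300mM KCl, 50mM Tris-HCl, 1mM EDTA, 1mM DTT, pH 7.5) received compound, then a probe mix of 5 nM fluorescein-DNA and 100nM Texas-615-DNA. Fluorescence polarization was read for both dyes.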
* marks the source's active call; other numbers are inactive results; i = inactive; ? = inconclusive; . = not tested or not shown; & = joins results of further samples; [ ] = another dose, or the depositor's remark. Unless noted, calls come from the whole dose curve; as a rule, active = well fitted curve in the direction sought with a large enough effect; inconclusive = small, poorly fitted or top-dose-only effect, or another doubt; inactive = no such curve, though single readings can be large; an effect the other way counts as inactive or inconclusive.

structure	PI4K2A inh	BAZ2B inh	HP1b chromo inh	GLS inh	JMJD2A Tudor inh	G9a block	Pin1 inh	Tb PGK inh	ERG-DNA inh
CCOC(=O)C1(C)NC(c2cccs2)C2C(=O)N(c3ccc(OC)cc3)C(=O)C21 (stereo unspecified)	2	2%	3%	?	10µM*	4%	-4%	-1%	-17%
COc1ccc(CC(=O)O/N=C(\N)c2ccc(OC)cc2)cc1	1	124%[activator]	193%[activator]	-13%	113%[activator]	.	-3%	-12%	-8%
C=CCNC(=S)Nc1ccc(OC(F)F)c(Cl)c1	-20	-3%	59%[activator]	1%	-3%[57.1 µM]	3%	0%	5%	2%
CN(CCc1cnn(C)c1)C(=O)C1CCC(=O)N(CC2CCCCC2)C1 (stereo unspecified)	2	2%	21%	-3%	0%	.	5%	-1%	-2%
CNC[C@H]1Oc2c(NS(=O)(=O)c3cccs3)cccc2C(=O)N([C@H](C)CO)C[C@@H]1C	4	.	42%[activator]	-3%	-15%	.	-4%	i	-9%
CC1(C)CC(=O)C(C=NCC2CCCO2)=C(O)C1 (stereo unspecified)	1	22%	28%	-11%	-13%	7%[59 µM]	-5%	-8%	7%
CCOP(=O)(/C(C#N)=C(/O)c1ccccc1)c1ccccc1 (stereo unspecified)	-1	?	13%	-2%	-11%	.	-12%	i	1%
Cc1c(NC(=O)CN2C(=O)C3C4C=CC(C4)C3C2=O)c(=O)n(-c2ccccc2)n1C (stereo unspecified)	9	2%	-2%	4%	-10%[11.4 µM]	17%[59 µM]	-2%	4%	2%
Nc1ccccc1C(=O)NCc1ccco1	8	5%	21%	1%	-17%&-26%	15%	-6%&-1%	-5%	3%
CC(C)C[C@H]1CNC(=S)N1CC1CCN(CCCC2CCCCC2)CC1	0	.	22%	-9%	-9%	.	0%	-1%	-2%
COC(=O)c1ccc(NC(=S)Nc2cccc(C)n2)cc1	-2	0%	7%	7%	-10%	-9%[12.7 µM]	19%	-7%	2%
Cc1ccc(C(=O)Nc2ccc3c(c2)C(=O)NC3=O)cc1	-13	-3%	-3%	-1%	-19%	.	79%[activator]	-3%	-10%
COc1ccccc1CNC(=O)C(=O)NCCC1CCCCN1S(=O)(=O)c1ccccc1 (stereo unspecified)	1	-2%	14%	0%	-14%	-11%[0.501 µM]	-1%	5%	-2%
Cc1ccc(C2C(C(=O)c3cccs3)=C(O)C(=O)N2c2nnc(C)s2)cc1 (stereo unspecified)	3	?	39%[activator]	2%	-13%	-47%	?	-8%	1%
COc1ccc(OCC(Cn2cnc3ccccc32)OC(C)=O)cc1 (stereo unspecified)	3	-19%	26%	1%	-14%	-21%	3%	-1%	-3%
O=C(NCc1ccccc1Cl)C1CCN(S(=O)(=O)c2cccs2)CC1	-2	16%	2%	3%	-6%	-1%	-11%	-10%	16%
Cc1ccc(N2C(=O)N(CC(=O)Nc3ccc(C)cc3[N+](=O)[O-])C(=O)C2C)cc1 (stereo unspecified)	1	-13%	-23%	3%	-33%	19%[0.501 µM]	-3%	0%	-3%
Cc1ccc(-c2nc(-c3cc4cccc(OCc5ccccc5F)c4oc3=O)no2)cc1	2	2%	1%	-10%	-11%	1%[59 µM]	?	i	0%
COC(=O)c1ccc(COc2ccc(CNCc3ccc(Cl)cc3)cc2)cc1	0	5%	31%	-5%	-3%	49%	-3%	-4%	7%
CCOc1ccc(NC(=O)c2cnccn2)cc1	3	-1%	22%	-5%	17%	-3%[59 µM]	3%	-8%	7%
COc1cc2c(cc1NC(=O)c1ccccc1C)n(C)c(=O)n2C	-2	50µM*	15%	2%	-22%	-10%[59 µM]	0%	-8%	-1%
CCOc1ccc(N2CC(NC(=O)/C=C\c3ccc4c(c3)OCO4)CC2=O)cc1 (stereo unspecified)	1	6%	30%	7%	2%	4%[59 µM]	4%	-3%	-2%
Cc1ccc(C(=O)NN2C(=O)CSC2=S)cc1	-4	-28%	20%	25%	-28%	-16%[59 µM]	?	-1%	.
Cc1c(NC(=O)C(C)OC(=O)/C=C/c2ccccc2)c(=O)n(-c2ccccc2)n1C (stereo unspecified)	-1	-6%	36%	-11%	-1%	8%	1%	-2%	5%
Cc1ccccc1NS(=O)(=O)c1ccc2[nH]cc(C(=O)NC(C)c3ccccc3)c(=O)c2c1 (stereo unspecified)	0	?	-12%	5%	?	-38%[59 µM]	26%	?	-2%
O=P(OCC1CCCO1)(OCC1CCCO1)OCC1CCCO1 (stereo unspecified)	3	.	27%	9%	-10%	.	-14%	-9%	15%
CCOC(=O)C1(Cc2cccc(Cl)c2)CCCN(C(=O)c2cn[nH]c2)C1 (stereo unspecified)	-1	-9%	23%	7%	-3%	.	2%	2%	2%
O=S(=O)(c1ccccc1)c1nc(-c2ccco2)oc1N1CCOCC1	3	-24%	3%	5%	-22%	6%[2.33 µM]	-19%	i	1%
O=C(O)C1CC(=O)N(c2ccc3c(c2)OCCO3)C1 (stereo unspecified)	-18	?	?	-26%	3.2µM*	-26%[59 µM]	-6%	?	1%
COc1ccc(-c2csc(/C(C#N)=C/Nc3ccc4c(c3)OCCO4)n2)cc1	-1	-31%	26%	-1%	-18%	-5%	19%	.	-8%
COc1ccc(N(CC(=O)Nc2ccccc2C(=O)N2CCCC2)S(=O)(=O)c2ccccc2)cc1	-1	-4%	27%	-7%	-16%	28%	-7%	-2%	13%
CN=C(Nc1ccc2c(c1)OCO2)SC1CC(=O)N(c2ccccc2)C1=O (stereo unspecified)	-9	8%	5%	-5%	-26%	11%[59 µM]	-9%	i	-4%
Cn1cnnc1SCC(=O)NC1CCCN(Cc2ccccc2F)C1 (stereo unspecified)	2	-19%	30%	0%	-17%	-7%	-2%	-2%	1%
O=C1/C(=C2\C(=O)N(Cc3ccc(F)cc3)c3ccccc32)SC(=S)N1CCS(=O)(=O)O	-3	14µM*	?	37%[activator]	10µM*	?	-26%	.	4%
N#C/C(=C\c1cn[nH]c1-c1ccc(Cl)cc1)C(=O)NCc1ccccc1	5	-25%	25%	-2%	-16%	3%[2.33 µM]	1%	-2%	?
NNC(=O)CSCc1nc(-c2ccc(Cl)cc2)cs1	4	-3%	-1%	8%	-20%	.	3%	-3%	4%
Cc1cc(/C=N/NC(=O)c2ccc(O)cc2)c(C)n1CC(C)C	1	?	5%	-1%	?	.	7%	-14%	0%
Cc1nn(Cc2ccccc2Cl)c(C)c1NC(=O)/C=C/c1cnn(C)c1	3	-3%	23%	-10%	-2%	18%[59 µM]	-1%	-9%	1%
COC(=O)COc1ccc(-c2nnc(Nc3ccc(O)cc3)c3ccccc23)cc1	1	-6%	0%	37%[activator]	-22%	-13%[59 µM]	-2%	-3%	2%
COc1cc(NC(=S)NCCN2CCOCC2)cc(OC)c1	-3	-5%	33%	10%	-8%	-50%[59 µM]	2%	i	6%
CC(C)(C)c1ccc(NC(=O)COC(=O)C2=COCCO2)cc1	7	6%	24%	-5%	-8%	16%	-2%	-2%	8%
COc1cccc2cc(-c3ccccc3)oc12	5	.	107%[activator]	-2%	112%[activator]	.	-3%	-8%	8%
Cc1[nH]c2ccccc2c1/C=N/NC(=O)c1cccc(Br)c1	1	-36%	6%	16%	-31%	-36%	33%[activator]	8%	7%
CN(C)C(=O)CSc1nnc(-c2cc(-c3cccs3)nc3ccccc23)o1	-13	5%	45%[activator]	9%	10%	-31%[12.7 µM]	23%	2%	1%
CCn1ncc(/C=C/C(=O)NCc2cnn(C)c2C)c1C	1	3%	28%	-8%	-13%	-7%[59 µM]	1%	4%	1%
CC(=O)Nc1ccc(NC(=O)c2sc3nc4n(c(=O)c3c2C)CCCCC4)cc1	-3	-17%	33%	2%	-3%	-7%	-2%	-4%	3%
O=C1NC(=O)/C(=C\c2ccc(Br)o2)S1	-9	-36%	20%	-22%	?	45µM*	-21%	-16%	-4%
O=C(CSc1nnc(CNC(=O)c2ccccc2)o1)Nc1ccc2c(c1)OCCO2	0	-37%	44%[activator]	-13%	-4%	-5%	-3%	-2%	14%
COCCn1c(SCC(=O)Nc2c(C)n(C)n(-c3ccccc3)c2=O)nnc1-c1ccncc1	-1	-4%	45%[activator]	0%	1%	14%[12.7 µM]	-9%	-3%	-9%
Cc1ccc(CCNC(=O)c2sc3ncccc3c2-n2c(C)ccc2C)cc1	8	3%	12%[57 µM]	-14%	-24%	-3%[59 µM]	12%	-9%	1%
COc1ccc(S(=O)(=O)N(CC(=O)O)c2ccccc2)cc1	-5	1%	15%	4%	-17%	17%[59 µM]	1%	.	.
Cc1ccc2occ(CC(=O)Nc3ccc(S(=O)(=O)N4CCCC(C)C4)cc3)c2c1 (stereo unspecified)	0	?	16%	12%	-15%	-31%[59 µM]	22%	8%	9%
Cc1cc(C(=O)C(=O)O)c(C)n1-c1ccc(Cl)c(Cl)c1	-15	?	-9%	0%	-20%	?	0%	-13%	2%
